# KAT2A inh = blocks human GCN5L2 histone acetyltransferase; Q92830; GCN5L2 HAT assay, ThioGlo1 CoA-SH fluorescence; Potency, µM (doses to about 58.9 µM), inactives show top-dose activity change, negative = inhibition, most hits filed as inhibitors; 390,000 tested, 0.21% active
#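 qHTS, 1536-well. 20nM enzyme, pH 7.5 HEPES/EDTA/Tween-20 buffer; 15 min compound preinc., RT. Start: 75uM H3(1-25), 70uM AcCoA, 50uM ThioGlo1. Read Ex340/Em540 at t=0 (autofluorescence flag) and t=20 min.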
# N370S GC = N370S glucocerebrosidase modulation, Gaucher chaperone candidate; N370S GC spleen homogenate, 4MU-glucoside fluorescence; Potency, µM (series often up to 59.4 µM), for the others: top-dose activity change, negative = inhibition, most hits filed as inhibitors; 330,000 tested, 0.092% active;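 also: 0% = full enzyme activity and -100% = no enzyme basal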
# FEN1 inhibitor = human FEN1 inhibition; P39748; Recombinant FEN1 flap cleavage, fluorescence, 15 min; Potency, µM (doses to about 114 µM), without a hit: at the highest dose activity change, negative = inhibition, hits mostly inhibitors; 390,000 tested, 0.35% active; AID 588795; also: nearly all actives have a fitted effect of over 65% in size
# Target sequence (P39748 whole entry, looked up): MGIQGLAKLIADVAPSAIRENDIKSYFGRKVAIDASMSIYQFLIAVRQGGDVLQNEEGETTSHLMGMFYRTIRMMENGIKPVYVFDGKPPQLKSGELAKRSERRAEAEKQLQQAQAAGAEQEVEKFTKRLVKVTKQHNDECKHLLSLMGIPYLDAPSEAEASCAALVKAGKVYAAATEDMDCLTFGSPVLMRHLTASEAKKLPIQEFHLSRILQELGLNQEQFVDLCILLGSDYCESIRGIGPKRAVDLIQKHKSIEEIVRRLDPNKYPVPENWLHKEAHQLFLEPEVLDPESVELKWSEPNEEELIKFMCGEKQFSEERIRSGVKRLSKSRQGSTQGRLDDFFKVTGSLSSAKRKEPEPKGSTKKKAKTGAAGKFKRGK
#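 Enzyme 10 nM, 15 min RT preincubation with compound; start with substrate 50 nM final; reads at 0 and 15 min; qHTS titration, four-parameter Hill fit.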
# * = called active by the depositor; u = inconclusive; x = no result given; & = joins results of further samples; [ ] = another dose, or the depositor's remark. Calls follow the shape of the dose curve; as a rule, active = well fitted curve in the direction sought with a large enough effect; inconclusive = small, poorly fitted or top-dose-only effect, or another doubt; inactive = no such curve, though single readings can be large; an effect the other way counts as inactive or inconclusive. Unless noted, % is scaled to controls: 0 for no effect and ±100 for the full control effect; potency is read from the fitted curve at half-maximal effect. An excerpt; rates above refer to the full screens.
# Each structure is followed by: KAT2A inh | N370S GC | FEN1 inhibitor
> CC(=O)Nc1ccc(-c2ccc(NC(C)=O)cc2)cc1
  2% | -9% | -5%
> COc1cccc(C(=S)N2CCOCC2)c1OS(=O)(=O)c1ccc(Cl)cc1
  -5% | 3% | 11%
> O=C(/C=C/c1ccc[nH]1)c1ccccc1
  -5% | 0% | 0%
> Cc1ncc([N+](=O)[O-])n1CC(=O)NC1CCCCCC1
  -2% | 1% | 2%
> CC(C)C(=O)NC(c1ccc([N+](=O)[O-])cc1)c1c(O)ccc2ccccc12 (stereo not given)
  14% | 1% | 2%
> CCOC(=O)C1=C(C)Nc2nc3ccccc3n2C1c1ccccc1 (stereo not given)
  -3% | 12% | 5%
> CCC(Oc1ccccc1)C(=O)NCCOC (stereo not given)
  2% | -25% | -2%
> COc1cc(-c2nnc(NC(=O)CS(=O)(=O)c3ccc(C)cc3)o2)cc(OC)c1OC
  -11% | 2% | 3%
> c1ccc(-c2cn(CC3CCCCC3)nn2)cc1
  -19% | 15% | 15%&-13%
> CN1CCC(N(C)S(=O)(=O)c2ccc(NC(=O)COc3cccc(C(F)(F)F)c3)cc2)CC1
  2% | -9% | -2%
> Cc1ccc(C2CC(c3ccccc3OC(F)F)Nc3ncnn32)cc1 (stereo not given)
  2% | 2% | -5%
> Cc1cc(C(=O)N/N=C/c2cccs2)no1
  -2% | -14% | -3%
> CCC(Oc1ccccc1)C(=O)N(Cc1ccccc1)c1ccccn1 (stereo not given)
  -4% | 6% | -9%
> CC(=O)N1CCc2cc(NC(=O)c3ccc(C)cc3)ccc21
  -1% | -12% | u
> COC(=O)c1ccc(CSc2ccc(S(=O)(=O)N3CCCCC3)cn2)cc1
  -3% | x | -5%
> CCCN(C(=O)c1c(C)oc2ncnc(N3CCOCC3)c12)c1ccc(Cl)c(Cl)c1
  0% | x | -8%
> O=c1[nH]c(C2CCCN(S(=O)(=O)c3ccccc3)C2)nc2c1nnn2Cc1ccccc1Br (stereo not given)
  -10%&-7% | 6% | 1%&-13%
> Cc1nc(SCC(=O)c2ccccc2)n[nH]1
  u | 3% | -1%
> Cc1cccc(/C=C2\CS/C(=C\c3cccc(C)c3)C2=O)c1
  -9% | 6% | -21%
> Cc1ccc(C2CC(=O)N(Cc3ccc(F)cc3)c3c2c(C)nn3-c2nc(C)cc(C)n2)cc1 (stereo not given)
  -4% | x | 0%

# A section taken from the entries so far:
# Each structure is followed by: KAT2A inh | N370S GC | FEN1 inhibitor
> Cc1nc(SCC(=O)c2ccccc2)n[nH]1
  u | 3% | -1%
> Cc1cccc(/C=C2\CS/C(=C\c3cccc(C)c3)C2=O)c1
  -9% | 6% | -21%
> Cc1ccc(C2CC(=O)N(Cc3ccc(F)cc3)c3c2c(C)nn3-c2nc(C)cc(C)n2)cc1 (stereo not given)
  -4% | x | 0%

# The list goes on:
# Each structure is followed by: KAT2A inh | N370S GC | FEN1 inhibitor
> CC(=O)N(C1=C(Cl)C(=O)c2ccccc2C1=O)c1ccc(C(=O)O)cc1
  u | u | u
> O=C(N/N=C\c1cn(-c2ccccc2)nc1-c1ccccc1)c1ccc2c(c1)OCO2
  -7% | 19% | 4%
> Cc1cccc(NCc2ccc(O)c3ncccc23)c1C
  0% | -2% | u
> Cc1n[nH]c(C)c1CCc1nc2c3ccccc3nc(SCC(N)=O)n2n1
  -5% | -23% | -6%
> CCOC(=O)c1cc2c(ccn2C)n1CC(=O)N(Cc1ccccc1)c1ccc(F)cc1
  -12% | 4% | 13%
> COCCn1c(SC)nnc1-c1c[nH]c2ccccc12
  -7% | -5% | -2%
> C=CC[C@@H](CC(=O)NCCO)C(=O)N[C@@H](COC(=O)[C@@H](CC=C)Cc1ccc(F)cc1)Cc1c[nH]c2ccccc12
  -4% | x | -2%
> COc1cc(C(=O)Nc2c(-c3ccccn3)c(=O)c3ccccc3n2C)cc(OC)c1OC
  -8% | 3%[2.35 µM] | x
> COc1ccc(/C=N/NC(=O)CNC(=O)/C=C/c2ccccc2OC)cc1
  -25% | -12% | 3%
> O=C(Nc1cccc(C(=O)O)c1)/C(=C\C=C\c1ccccc1)NC(=O)c1ccccc1
  -15% | 8% | -2%
> CCc1cccc(NC(=O)CN(C)S(=O)(=O)c2cccc3cccnc23)c1
  -13%&1% | 22% | -4%&-2%
> C=CCC[C@@H](Cc1ccc(F)cc1)C(=O)OC[C@@H](Cc1c[nH]c2ccccc12)NC(=O)[C@H](CC=C)CC(=O)NCCO
  -3% | x | -4%
> CC(=O)OC(C(=O)NC1CCCCC1)c1ccc(C#N)cc1 (stereo not given)
  4% | 3% | -8%
> COc1ccccc1-n1c(SCC(=O)O)nc2c(sc(=S)n2-c2ccccc2C)c1=O
  -1% | -10% | -11%
> CCOc1cc2[nH]c(=O)n(CCCC(=O)NCc3ccco3)c(=O)c2cc1OCC
  -5% | -17% | -13%
> COc1ccc(NC(=O)Cn2c(=O)n(Cc3ccccc3)c(=O)c3oc4ccccc4c32)cc1Cl
  -4% | x | -2%
> CC1(C)Cc2c(sc(NC(=O)c3ccccc3)c2C(=O)O)CO1
  0% | 13% | 3%
> CC1=CC(C)(C)N(C(=O)CSc2ncn[nH]2)c2ccc(C)cc21
  -6% | 7% | -14%
> CNC(=S)N/N=C/c1c(C)nn(-c2ccccc2)c1Cl
  u | 3% | 11%
> CC(C)N1CCN(c2ccc(OC[C@H]3CO[C@](Cn4cncn4)(c4ccc(Cl)cc4Cl)O3)cc2)CC1
  -4% | -13% | -18%

# An excerpt of these results, as comma-separated lines.
Structure,KAT2A inh,N370S GC,FEN1 inhibitor
C=CCC[C@@H](Cc1ccc(F)cc1)C(=O)OC[C@@H](Cc1c[nH]c2ccccc12)NC(=O)[C@H](CC=C)CC(=O)NCCO,-3%,x,-4%
CC(=O)OC(C(=O)NC1CCCCC1)c1ccc(C#N)cc1 (stereo not given),4%,3%,-8%
COc1ccccc1-n1c(SCC(=O)O)nc2c(sc(=S)n2-c2ccccc2C)c1=O,-1%,-10%,-11%

# (further entries)
# Each structure is followed by: KAT2A inh | N370S GC | FEN1 inhibitor
> S=c1[nH]nc(-c2ccc(Cl)cc2)n1CC1CCCO1 (stereo not given)
  2% | -2% | 15%
> O=C(Cn1cnc([N+](=O)[O-])c1)NC1CCCC1
  -1% | 2% | 16%
> Cc1ccc(/C=C2\SC(=S)N(CCCC(=O)Nc3ccc(O)cc3)C2=O)cc1
  -8% | -13% | -5%
> Cc1ccc(S(=O)(=O)N2CCN=C2c2ccccc2)cc1C
  0% | -14% | 2%
> Cn1c(=O)c2nc(-c3ccc(Cl)cc3Cl)oc2c2ccccc21
  1% | 1% | 17%
> C/C(CC(=O)Nc1ccc2c(c1)OCCO2)=N\NC(=O)c1ccc([N+](=O)[O-])cc1Cl
  -10% | -7% | 1%
> O=C(Cn1c2ccccc2c2nc3n(c(=O)c21)CCCS3)Nc1ccccc1
  -7% | -12% | -2%
> Cc1cccc(C(=O)NNC(=O)c2cccc([N+](=O)[O-])c2)c1
  -2% | 5% | 9%
> CN(C)c1ccc(/C=N/NC(N)=S)cc1[N+](=O)[O-]
  -4% | -10% | 0%
> Cc1ccc(-c2ccc(=O)n(CC(=O)NCCN(CC(C)C)CC(C)C)n2)cc1
  -7% | -3% | -1%
> NC(=O)CC(NC(=O)Cc1cccc2ccccc12)c1ccc(NCc2cc(F)ccc2F)c([N+](=O)[O-])c1 (stereo not given)
  -2% | -9% | -7%
> CCN1CCN(c2nc3c(C)cccn3c(=O)c2/C=C(\C#N)S(=O)(=O)c2ccccc2)CC1
  -2% | -3% | 1%
> c1ccc2[nH]c(CSc3nnc(-c4ccncc4)o3)nc2c1
  -3% | 8% | 10%
> O=C(O)c1cccc(NC(=O)C23CC4CC(C2)CC(n2cnc(Cl)n2)(C4)C3)c1
  -3% | 2% | 9%
> COc1ccc(NC(=O)C(c2ccccc2)N(C)C(=O)c2cnccn2)cc1 (stereo not given)
  1% | -2% | -1%
> COc1ccc(CCC(=O)OCC(=O)Nc2c(C)nn(-c3ccccc3)c2C)cc1
  0% | 2% | 2%
> COc1ccccc1NC(=O)CN1C(=O)C2(SCC(=O)N2c2ccc(F)c(F)c2)c2ccccc21 (stereo not given)
  -11% | x | -7%
> COCCNC(=O)CN1C(=O)c2cccnc2Oc2ccc(Cl)cc21
  -3% | x | 7%
> C=CCOC(=O)C1=C[C@H](c2coc3ccccc3c2=O)[C@@H](CCCO)[C@H](OCC)O1
  0% | 13% | -2%
> CC(=O)Nc1ccc(S(=O)(=O)NCCC(=O)Nc2ccc(C)cn2)cc1
  -11% | -4% | -1%
> Cc1cc(C)nc(/N=C(\N)Nc2ccc([N+](=O)[O-])cc2)n1
  -6% | -2% | 4%
> O=C(CCN1C(=O)[C@@H]2Cc3ccccc3CN2C1=O)NCc1ccccc1Cl
  -4% | -2% | -12%
> N#Cc1cnn2c(C(F)(F)F)c3c(nc12)CCCC3
  16% | -11% | 17%
> CCn1c(SCC(=O)NCc2ccc3c(c2)OCO3)nnc1-c1ccco1
  -5% | 3% | 14%
> N=c1n(CCN2CCCC2)c2ccccc2n1CC(O)c1ccco1 (stereo not given)
  -12% | 3% | -1%
> COC(=O)C1=C(C)N(c2ccc(C)cc2)/C(=C/c2cccs2)C1=O
  -5% | 0% | -12%
> CN(Cc1ccccc1)C(=O)COC(=O)c1ccc[nH]c1=O
  -1% | x | 2%
> O=C1N(c2ccccc2)C(c2ccccc2)N2CCCN12 (stereo not given)
  -6% | -17% | 1%
> Nc1c(C(=O)NCC2CCCO2)sc(=S)n1-c1ccccc1 (stereo not given)
  -7% | -3% | 0%
> COc1ccc(NC(=O)CN2CCN(CC(=O)Nc3ccc(F)cc3)CC2)cc1Cl
  14% | 1% | -12%
> CC(=O)c1cc(-c2ccccc2)n(CCC(=O)NC(C)(C)C)c1C
  -2% | -10% | 1%
> O=C(Nc1ccc(N2CCOCC2)cc1)Nc1ccc(Cl)c(Cl)c1
  -1%[0.501 µM] | 12% | -4%
> COc1cccc(N2CCN(C(=O)c3ccc(=O)oc3)CC2C)c1 (stereo not given)
  -16% | -25% | 2%
> NS(=O)(=O)c1ccc(CCNC(=S)NC2CCCCC2)cc1
  0% | -5% | 0%
> CCOCCCNC(=O)/C(C#N)=C/c1ccc(C)o1
  -22% | u | -1%
> O=C(Cn1nc(-c2ccccc2)nc(Cc2ccccc2)c1=O)Nc1ccc(Cl)cc1
  4% | x | 21%
> CC(NC(=O)c1noc2c1CCCCC2)c1ccccc1 (stereo not given)
  -2% | 14% | 1%
> CCN(C(=O)c1cccn(Cc2cccc(Cl)c2)c1=O)c1ccccc1
  -4% | x | 0%
> COc1ccc(NC(=O)c2ccc(-c3cccc(Cl)c3C)o2)cc1
  -7% | x | u
> COc1ccc(NC(=O)C2CCN(C(=O)C3CC(=O)N(c4ccc(C)cc4)C3)CC2)cc1 (stereo not given)
  -6% | 3% | 2%
> CC1(C)CC2CC(C)(CN2C(=O)NC(=O)c2ccccc2)C1 (stereo not given)
  0% | 4% | 5%
> Cc1ccc(NC(=O)COc2ccc(Br)cc2C)cc1
  -6% | 20% | 0%
> COc1ccc(NC(=O)CN2C(=O)CSc3ccc(S(=O)(=O)N4CCCC4)cc32)cc1OC
  0%&-1% | -5% | -17%&-4%
> COc1cccc(Cn2cc(/C=N/NC(=O)c3cc(O)cc(O)c3)c3ccccc32)c1
  -5% | -2% | u
> CCn1nc(C)cc1-c1n[nH]c(=S)n1N
  1% | 5% | -2%
> CCCCC(=O)NC1=NC(=O)C(C)(C)S1
  -5% | -2% | -3%
> CC(OC(=O)C1=COCCO1)C(=O)NC(C)c1ccc(Cl)cc1Cl (stereo not given)
  1% | -20% | 2%
> Cc1nc(C)c(C(=O)Nc2ccc(Oc3ccccc3)cc2)o1
  -1% | 22% | -12%
> CCN(C(=O)COc1ccccc1[N+](=O)[O-])C1CCS(=O)(=O)C1 (stereo not given)
  2% | -2% | 8%
> CCN1C[C@@H]2[C@@H]3C(=O)N(C)C(=O)[C@@H]3[C@](CC)(C1=O)N2C(=O)c1ccc(C(C)(C)C)cc1
  3% | x | 4%
> O=C(CCCOc1ccccc1)Nc1ccc(Cl)c(S(=O)(=O)N2CCOCC2)c1
  -20% | x | -16%
> COC(=O)[C@H](Cc1ccccc1)NC(=O)N1Cc2ccccc2C[C@H]1C(=O)OC
  -6% | -2% | -2%
> COc1ccccc1C(=O)O/N=C(\c1ccccc1)c1ccncc1
  u | -6% | -13%
> CC(C)Sc1nc2ccccc2n2cnnc12
  -1% | -2% | 5%
> Cc1ccc(C(=O)NCc2ccc3c(c2)CCN3C(=O)c2ccc(C)cc2)cc1
  -6% | x | -14%
> CC1(C)N=C(N)NC(Nc2ccccc2Cl)=N1
  -5% | -20% | 0%
> Cc1cc(=O)[nH]c2c1cnn2C(C)c1ccccc1 (stereo not given)
  15% | -19% | 0%
> Cc1ccc(C(=O)N2CCN(CCNC(=O)C(=O)NCc3ccc(Cl)cc3)CC2)cc1
  -6% | -14% | -2%
> COc1ccc(OCC(=O)Nc2cccc(NC(=O)COc3ccc(OC)cc3)n2)cc1
  -3% | -11% | -1%
> O=C(C(Cl)Cl)N1CCN(Cc2ccc3c(c2)OCO3)CC1
  -13% | -7% | 10%
